# Statin myotox sup = suppression of simvastatin myotoxicity; 0.78% of 330,000 active; rescue of ATP level, % at 7.49 µM; C2C12 myotubes + simvastatin, ATP luminescence, 48 h; scaled: DMSO 0, geranylgeraniol control 100;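 active = mean ATP rescue above about 67%, or every replicate alone reaching that limit, limit read from the data, passing the limit was not always enough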;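 note: myotubes were challenged with 10 µM simvastatin during compound exposure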
# PAX8 reporter = PAX8 transcriptional activity inhibition. RMG-I TPO-luciferase reporter, SteadyGlo, 24 h. inhibition, % at 12.6 µM. 1.2% of 360,000 active. AID 652154;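 active = mean replicate inhibition at least 60% with every replicate also reaching 60%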;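 note: luciferase light reporting Pax8 driven TPO promoter activity; plate controls were median of neutral control wells for no effect and mitoxantrone controls for full effect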
# Cneo AK release = Cryptococcus neoformans lysis via adenylate kinase release; C. neoformans lysis, adenylate kinase release luminescence, 4 h; normalised: neutral wells 0, clomiphene wells 100; lysis activity, % at 15 µM; 0.2% of 360,000 active;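 active = mean lysis activity across replicates of at least 80%, whatever share of replicates individually reach that level; inactive = mean lysis activity below 80%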
#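 Schedule: static 4 h at 37 °C with compound, 1 h detection; system: C. neoformans cells; benchmarks: Clomiphene as positive control; buffer or medium: fresh YPD medium; measure: luminescence rise reflecting yeast cell lysis; measured by: luminescent adenylate kinase detection reagent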
# PGC1a acetyl inh = PGC1a acetylation modulation, inhibitor mode; U2OS PGC1a acetylation, AlphaScreen anti-acetyl-lysine; with virally co-expressed GCN5 acetyltransferase; inhibition, % at 15.6 µM; 0.17% of 350,000 active; AID 651687;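 active = every replicate shows inhibition of at least 40%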;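 note: 0% = neutral control wells and 100% = positive control wells; some results beyond the cut were filed as inactive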
# ARNT-TACC3 inh = disrupts binding between human ARNT and TACC3; 0.66% of 390,000 active; AID 623870; Q9Y6A5; inhibition, % at 9.99 µM; AlphaScreen His-ARNT PAS-B/GST-TACC3 binding, luminescence; TACC3 fragment carries E629A point mutation;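 active = mean inhibition of replicates at least 50% and at least half of replicates each reaching 50%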;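 note: 0% = complete ARNT plus TACC3 wells and 100% = ARNT alone without TACC3; many hits fall short of the cut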
# PglD inh = inhibitors of Campylobacter jejuni PglD acetyltransferase | 0.098% of 360,000 active | purified PglD enzyme, DTNB colorimetric CoA detection | AID 602405 | inhibition, % at 12.5 µM; in the data active = inhibition above about 16%, passing the limit was not always enough; note: strong numbers were not always called active
# GSIS activator = GLuc luminescence reporter in INS-1E cells, primary screen for activators of glucose-dependent secretion of insulin; activation, % at 16.6 µM; AID 743287; INS-1E GLuc reporter insulin secretion, 2-3 h; 0.61% of 370,000 active;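 active = lowest replicate activation of at least 40%, so every replicate reaches that level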;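 note: 0% = median of neutral control wells and 100% = median of IBMX positive control wells; some compounds called inactive have numbers as strong as hits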
# LGR2 antag = Drosophila LGR2 receptor signaling inhibition; 0.35% of 380,000 active; AID 720647; inhibition, % at 9.99 µM; HEK293 LGR2, CRE-luciferase, bursicon-stimulated, 4 h;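 active = drop in luminescence signal, shown as inhibition above about 50% in the replicate tests, limit read from the data, passing the limit was not always enough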;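 note: agonist challenge used bursicon conditioned medium at about half maximal strength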
# Starred values were filed as active, the others as inactive; . = not tested or not shown. Random draw from the library (roughly 2.9% active in at least one column).
SMILES,Statin myotox sup,PAX8 reporter,Cneo AK release,PGC1a acetyl inh,ARNT-TACC3 inh,PglD inh,GSIS activator,LGR2 antag
O=C(CSc1nnnn1-c1ccc(O)cc1)NC1CCCCC1,-1,13,.,4,-17,.,-2,-1
CCOc1ccc(S(=O)(=O)N(CC(=O)N2CCC(C(N)=O)CC2)c2ccc(F)cc2)cc1,.,.,3,-5,16,4,-14,-13
CC(C)NC(=O)N1[C@@H]2CN(C(=O)c3ccccn3)c3ccccc3[C@@H]2[C@@H]1CO,-12,-9,1,4,-8,-2,21,5
COC(=O)C[C@@H]1C[C@H]2c3cc(NC(=O)Nc4ccc(C(F)(F)F)cc4)ccc3O[C@H]2[C@@H](CO)O1,-10,16,2,.,-1,-1,-15,7
C[C@H]1CN([C@@H](C)CO)C(=O)c2cccc(NC(=O)C3CCOCC3)c2O[C@@H]1CN(C)C(=O)Nc1ccc(F)cc1,-3,-5,-10,6,-15,-2,2,-1
O=C1[C@H]2[C@@H](/C=C/c3ccccc3)N3C(=O)CN(CCO)C(=O)[C@@]3(Cc3ccccc3)[C@H]2C(=O)N1c1ccccc1,-2,-16,-4,16,-2,-1,.,.
Cc1ccccc1C(=O)NCC(=O)N1CCN(c2ccccn2)CC1,0,.,-1,2,-1,-2,2,-6
Brc1ccc(COn2ccnc2)cc1,.,-6,.,.,19,.,-31,-11
CN(C)S(=O)(=O)c1cccc(NC(=O)CO/N=C(\N)c2ccccc2)c1,3,-25,0,3,.,11,3,2
Cc1nc2ccc(NC(=O)c3cccs3)cc2c(=O)n1Cc1ccc(Cl)cc1,-5,.,9,13,0,1,.,.
O=C(CSc1ccccc1C(=O)O)NCC1CCCCC1,8,-25,6,5,-3,1,-1,4
COc1ccc(NC(=O)N(C)C[C@H]2Oc3c(NS(=O)(=O)c4ccc(C)cc4)cccc3C(=O)N([C@H](C)CO)C[C@H]2C)cc1,45,-13,0,1,8,4,18,5
Cc1cc(C)nc(NC(=O)COc2cc(Cl)cc(Cl)c2)n1,12,4,0,-3,0,1,.,.
COc1ccccc1C(=O)COC(=O)Cc1ccccc1F,3,-5,-1,-1,-9,0,.,.
Cc1cc(O)ccc1NC(=O)Cc1cccc2ccccc12,-3,19,3,.,27,-7,-1,22
O=C(COc1ccc2c3c(c(=O)oc2c1)CCCC3)N[C@@H](Cc1ccccc1)C(=O)O,-2,.,0,-1,-3,5,6,14
O=C(NC(=S)Nc1ccc(CN2CCCCC2)cc1)c1ccco1,.,0,.,3,-4,.,21,-36
CCCN(C(=O)c1ccc(N2CCCC2=O)cc1)c1c(N)n(Cc2ccccc2)c(=O)[nH]c1=O,4,-8,0,-2,.,-4,-1,3
CCOC(=O)CSc1nnc(Cn2c(=O)sc3ccccc32)n1C,7,-8,-14,.,4,-3,12,-5
COC(=O)c1ccc(C2Nc3cccc4cccc(c34)N2)cc1,5,31,1,11,4,-7,3,5
CC(=O)Nc1ccc(NC(=O)CSc2nc3nc(C)cc(C)c3c(=O)[nH]2)cc1,14,11,-3,9,-2,-2,4,11
CCOc1cc(CNCc2ccccn2)cc(Cl)c1OC,13,-2,2,0,53*,0,4,24
O=C(CC(c1ccccc1)c1cc(Cl)ccc1O)N1CCOCC1 (stereo not drawn),.,11,0,.,1,-4,.,.
CCOC(=O)N1CCN(CC(=O)Nc2cc(C)nn2-c2nc3ccccc3s2)CC1,-4,.,1,12,-1,3,4,-33
CCOc1cc(C2C(C(=O)c3ccc(C)o3)=C(O)C(=O)N2CCc2ccccc2)ccc1O (stereo not drawn),.,.,-3,-2,.,0,1,-7
COc1cc(NC(=O)Cn2cnc(S(=O)(=O)N3CCC(C)CC3)c2)cc(OC)c1OC,12,17,-2,-2,15,-2,10,21
Cn1nc(C(=O)O)c(=O)n(C)c1=O,-4,-23,2,1,-6,7,12,-1
Cc1ccc(/C=N\NC(=O)COc2ccc(C)cc2[N+](=O)[O-])cc1,.,-4,.,.,-3,.,4,17
COc1ccc(CN(C)C(=O)CCCNC(=O)c2ccc(Cl)cc2)cc1,3,5,5,.,-4,3,-4,-4
Cc1ccc(-c2nn(C)c(=O)c3ccccc23)cc1S(=O)(=O)N1CCCC1,7,-5,1,-4,2,1,-17,-8
COc1cc2c(cc1OC)C(SC)=NC1(CCCC1)C2,.,5,.,.,2,.,37,8
C[C@@H]1CN([C@@H](C)CO)C(=O)c2cccc(N(C)C)c2O[C@H]1CN(C)Cc1ccccc1,9,-6,2,0,-3,-2,4,-4
Cc1ccccc1C(=NC(=O)c1ccccc1)c1ccccc1,-36,.,2,-31,3,-4,.,.
O=C(Nc1ccc2c(c1)OCO2)N1CCN(S(=O)(=O)c2ccc(Cl)cc2)CC1,25,.,0,-1,0,-2,-18,2
CC1(C(=O)NCc2ccccc2)Oc2ccccc2NC1=O (stereo not drawn),4,5,3,-19,-19,-1,.,.
CC(C)CC(=O)Nc1ccc(C(=O)CN2CCN(c3ccc(O)cc3)CC2)cc1,2,-8,-1,-1,2,-4,2,30
Cc1nc2ccccc2c(-c2ccccc2)c1C(=O)c1ccccc1,-11,.,0,-21,-5,-5,.,.
C[C@H](CO)N1C[C@H](C)[C@H](CN(C)C(=O)Nc2ccccc2)Oc2ccc(NC(=O)Nc3ccc(C(F)(F)F)cc3)cc2CC1=O,9,40,0,17,-1,-1,-13,-1
OCCN1CCN(c2ncnc3c2ncn3[C@H]2CN(Cc3ccc(F)cc3)C[C@@H](CO)O2)CC1,2,-26,0,3,.,0,12,2
COCC(=O)N[C@@H]1C=C[C@@H](CC(=O)NCc2ccccc2OC)O[C@H]1CO,1,-7,2,6,-2,5,13,6

# 3 compounds out of the list above, sorted by the number in PglD inh, highest first.
compound	PGC1a acetyl inh	ARNT-TACC3 inh	PglD inh	GSIS activator	LGR2 antag
COCC(=O)N[C@@H]1C=C[C@@H](CC(=O)NCc2ccccc2OC)O[C@H]1CO	6	-2	5	13	6
Cc1ccc(-c2nn(C)c(=O)c3ccccc23)cc1S(=O)(=O)N1CCCC1	-4	2	1	-17	-8
Cc1ccccc1C(=NC(=O)c1ccccc1)c1ccccc1	-31	3	-4	.	.

# Next section
SMILES,Statin myotox sup,PAX8 reporter,Cneo AK release,PGC1a acetyl inh,ARNT-TACC3 inh,PglD inh,GSIS activator,LGR2 antag
C[C@@H]1CCCCO[C@@H](CN(C)CC2CCCCC2)[C@H](C)CN([C@H](C)CO)C(=O)c2cc(NC(=O)Nc3ccc4c(c3)OCO4)ccc2O1,40,-7,1,2,34,3,-25,9
O=C(c1ccc2c(c1)OCCO2)N1CCN(c2ccccn2)CC1,2,-14,12,.,-7,5,7,13
CCOCC(=O)Nc1ccc(OCc2ccccc2)cc1,.,-72,.,0,-4,.,6,-12
CC(=O)Nc1ccc(-c2csc(NC(C)c3ccccc3)n2)cc1 (stereo not drawn),.,26,.,.,-5,.,0,-21
C[C@H](CO)N1C[C@H](C)[C@@H](CN(C)Cc2ccccc2C(F)(F)F)OCc2cnnn2CCCC1=O,-2,.,.,2,.,.,-12,22
N#Cc1ccc2[nH]cc(CCO)c2c1,0,8,0,2,.,-5,16,-4
C/C=C/c1ccc2c(c1)O[C@@H](CN(C)C(=O)Nc1ccc(F)cc1)[C@@H](C)CN([C@H](C)CO)S2(=O)=O,52,.,6,-5,1,-2,-41,-22
CCCC#Cc1ccc2c(c1)O[C@@H](CN(C)Cc1ccncc1)[C@H](C)CN([C@H](C)CO)S2(=O)=O,-78,.,-8,8,-1,0,-32,-7
C=CC[C@H](CC(=O)NCCO)C(=O)N[C@@H](COC(=O)[C@H](CC=C)CC(=O)OC(C)(C)C)Cc1ccccc1,2,1,-2,-7,-1,-5,-11,14
CC(C)NC(=O)Nc1ccc2c(c1)C(=O)N([C@@H](C)CO)C[C@H](C)[C@@H](CN(C)S(=O)(=O)c1ccccc1)O2,-11,-14,-3,1,-10,-2,3,7
Cc1ccccc1-c1ccc([C@@H]2[C@H](CO)N3CCCCN(C(=O)NC4CCCC4)C[C@@H]23)cc1,-56,2,-1,-12,-9,4,-27,26
O=C(CCN1C(=O)/C(=C/c2ccccc2F)SC1=S)N[C@@H](CO)Cc1ccccc1,10,46,0,16,0,0,-10,0
CNCc1ccc(OCc2ccccc2)c(OC)c1,-1,-26,1,4,0,-5,.,.

# Structures from the list above that contain an aryl methoxy group:
SMILES,Statin myotox sup,PAX8 reporter,Cneo AK release,PGC1a acetyl inh,ARNT-TACC3 inh,PglD inh,GSIS activator,LGR2 antag
COc1ccc(NC(=O)N(C)C[C@H]2Oc3c(NS(=O)(=O)c4ccc(C)cc4)cccc3C(=O)N([C@H](C)CO)C[C@H]2C)cc1,45,-13,0,1,8,4,18,5
COc1ccccc1C(=O)COC(=O)Cc1ccccc1F,3,-5,-1,-1,-9,0,.,.
CCOc1cc(CNCc2ccccn2)cc(Cl)c1OC,13,-2,2,0,53*,0,4,24
COc1cc(NC(=O)Cn2cnc(S(=O)(=O)N3CCC(C)CC3)c2)cc(OC)c1OC,12,17,-2,-2,15,-2,10,21
COc1ccc(CN(C)C(=O)CCCNC(=O)c2ccc(Cl)cc2)cc1,3,5,5,.,-4,3,-4,-4
COc1cc2c(cc1OC)C(SC)=NC1(CCCC1)C2,.,5,.,.,2,.,37,8
COCC(=O)N[C@@H]1C=C[C@@H](CC(=O)NCc2ccccc2OC)O[C@H]1CO,1,-7,2,6,-2,5,13,6
CNCc1ccc(OCc2ccccc2)c(OC)c1,-1,-26,1,4,0,-5,.,.

# Compound activity deposited in PubChem BioAssay by Broad Institute.
